# Source: PubChem
# CHT allo act: allosteric activators of human choline transporter CHT | CHT-expressing cells, membrane potential dye, choline EC20; active compounds read high; LV-AA mutant CHT in HEK293 cells | AID 488977 | B-score at 10 µM | Q9GZV3 | actives 0.49% (n = 310,000);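 active = initial fluorescence not abnormally high and integrated response B-score, plate-corrected, over 3 SD above library mean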
# Target sequence (Q9GZV3 whole entry, looked up): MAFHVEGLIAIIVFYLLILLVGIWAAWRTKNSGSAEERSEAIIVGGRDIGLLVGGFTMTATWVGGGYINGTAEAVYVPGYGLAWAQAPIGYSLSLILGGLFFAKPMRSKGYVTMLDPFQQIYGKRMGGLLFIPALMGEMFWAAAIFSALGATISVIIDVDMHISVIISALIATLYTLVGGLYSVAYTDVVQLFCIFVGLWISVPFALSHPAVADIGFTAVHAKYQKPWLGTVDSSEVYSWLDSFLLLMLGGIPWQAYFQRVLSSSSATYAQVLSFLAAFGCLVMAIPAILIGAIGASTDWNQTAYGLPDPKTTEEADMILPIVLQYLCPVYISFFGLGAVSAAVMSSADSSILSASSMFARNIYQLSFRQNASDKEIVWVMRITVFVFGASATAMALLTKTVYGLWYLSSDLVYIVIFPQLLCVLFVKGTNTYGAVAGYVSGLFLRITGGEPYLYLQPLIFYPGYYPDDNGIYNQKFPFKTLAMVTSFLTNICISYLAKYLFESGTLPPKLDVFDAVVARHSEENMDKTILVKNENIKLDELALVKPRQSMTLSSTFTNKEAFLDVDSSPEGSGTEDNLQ
# CHT block: inhibits the human high affinity choline transporter | Q9GZV3 | actives 0.86% (n = 310,000) | B-score at 10 µM | AID 488975 | CHT-expressing cells, membrane potential dye, choline response; active compounds read low;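 active = B-score over 3 SD under the library average, and starting fluorescence ratio not unusually high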;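 also: choline stimulus applied at its EC90 after an EC20 pre-addition; B-score computed on integrated fluorescence ratio after choline addition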
# STK33 inh: blocks human STK33 kinase activity | Q9BYT3 | purified STK33, MBP phosphorylation, ADP-Glo luminescence | inhibition, % at 10 µM | actives 0.073% (n = 320,000);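 active = inhibition at or above 25%, using the most active replicate where run in duplicate; inactive = inhibition below 25%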
# Target sequence (Q9BYT3 whole entry, looked up): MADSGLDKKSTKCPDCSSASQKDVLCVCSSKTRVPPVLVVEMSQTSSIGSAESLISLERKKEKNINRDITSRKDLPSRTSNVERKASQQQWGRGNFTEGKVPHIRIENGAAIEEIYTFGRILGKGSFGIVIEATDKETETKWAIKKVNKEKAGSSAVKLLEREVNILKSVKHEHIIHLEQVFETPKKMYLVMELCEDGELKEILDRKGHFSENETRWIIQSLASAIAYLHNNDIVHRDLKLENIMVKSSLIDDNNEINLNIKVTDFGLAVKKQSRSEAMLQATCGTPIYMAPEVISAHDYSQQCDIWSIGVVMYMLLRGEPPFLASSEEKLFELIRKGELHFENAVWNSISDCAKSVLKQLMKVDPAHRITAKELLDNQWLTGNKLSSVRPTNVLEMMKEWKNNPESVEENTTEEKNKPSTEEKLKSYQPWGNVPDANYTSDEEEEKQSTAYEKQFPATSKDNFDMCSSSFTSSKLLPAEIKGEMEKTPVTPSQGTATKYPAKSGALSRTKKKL
# The depositor's hits bear a star; i = inactive; . = no result given. A portion of the library. The share of hits here may be higher or lower than overall.
# Preview:
item | mol | CHT allo act | CHT block | STK33 inh
1 | CC(NCc1cccc(Cl)c1Cl)C(O)c1ccccc1 (stereo not drawn) | i | i | -0.4
2 | O=c1[nH]c(=O)n(-c2ccc(Br)cc2)c(O)c1C=NC(CO)(CO)CO | i | i | -1.5
3 | CN1C(=O)C(=CN2CCN(C(=O)c3ccco3)CC2)C(=O)N(C)C1=S | i | i | 5.2
4 | CCCC1=C(C(=O)OCC)C2(C(=O)Nc3ccccc32)C(C#N)=C(N)O1 (stereo not drawn) | i | i | -0.8
5 | COc1ccc(CCn2c(O)c(C=NCCCO)c(=O)[nH]c2=O)cc1OC | i | i | -0.5

# The list itself, from the first entry:
item | mol | CHT allo act | CHT block | STK33 inh
1 | CC(NCc1cccc(Cl)c1Cl)C(O)c1ccccc1 (stereo not drawn) | i | i | -0.4
2 | O=c1[nH]c(=O)n(-c2ccc(Br)cc2)c(O)c1C=NC(CO)(CO)CO | i | i | -1.5
3 | CN1C(=O)C(=CN2CCN(C(=O)c3ccco3)CC2)C(=O)N(C)C1=S | i | i | 5.2
4 | CCCC1=C(C(=O)OCC)C2(C(=O)Nc3ccccc32)C(C#N)=C(N)O1 (stereo not drawn) | i | i | -0.8
5 | COc1ccc(CCn2c(O)c(C=NCCCO)c(=O)[nH]c2=O)cc1OC | i | i | -0.5
6 | COc1cc(CN2CCN(C(=O)COc3ccccc3)CC2)cc(OC)c1OC | i | i | -0.5
7 | CC(=O)N1CN(C(C)=O)CN(C(C)=O)C1 | i | i | -0.6
8 | CN1CCN(c2cc([N+](=O)[O-])ccc2Cl)CC1 | i | i | -1.1
9 | CN1CCc2c(C#N)c(Cl)nc(Cl)c2C1 | i | i | 0.7
10 | OC(CNCCc1c[nH]c2ccccc12)c1ccccc1 (stereo not drawn) | i | i | -2.4
11 | COc1ccc(CC(C)NCCc2ccc(OC)c(OC)c2)cc1 (stereo not drawn) | i | i | -0.9
12 | O=c1[nH]c(=S)[nH]c(O)c1/C=C1/C=c2ccccc2=N1 | i | i | -1.2
13 | NC(=O)c1ccc(N=Cc2c(O)n(Cc3ccco3)c(=O)[nH]c2=O)cc1 | i | i | 1.8
14 | CC(Cc1ccccc1)NC(=O)CN1CCCC1=O (stereo not drawn) | i | i | .
15 | S=C1CN=C(c2ccccc2)c2cc(Cl)ccc2N1 | i | i | 1.2
16 | Clc1ccc(CNCCc2ccc3c(c2)OCO3)cc1 | i | i | -1.1
17 | Cc1nc2ccccc2c(=O)n1-c1ccc(F)cc1 | i | i | 0.0
18 | COc1ccccc1N1CCN(Cc2ccccc2F)CC1 | i | i | 0.3
19 | Fc1cccc(F)c1CN1CCN(c2ccc(Cl)cc2)CC1 | i | i | 2.7
20 | Fc1ccccc1CCNCc1ccccc1 | i | i | -0.3
21 | O=C(NCC(c1cccnc1)N1CCN(c2ccccc2)CC1)Oc1ccccc1 (stereo not drawn) | i | i | -1.6
22 | COc1cc(CC(C)N)c(OC)cc1I (stereo not drawn) | i | i | -2.9
23 | O=C(CN1CCCC1=O)Nc1ccccc1 | i | i | -1.8
24 | OC(CNC1CCCCC1)C(F)(F)F (stereo not drawn) | i | i | 0.1
25 | COc1ccc(C(=O)OC2C[C@H]3CC[C@H](C2)N3C)cc1OC (stereo partly drawn) | 6.6* | i | -0.3
26 | C/C(=N\Nc1ccccc1)c1c(O)n(Cc2ccccc2)c(=O)[nH]c1=O | i | i | -2.1
27 | CCOC(=O)c1c(C)n(CCN2CCN(C)CC2)c2ccc(OC)cc12 | i | i | 0.0
28 | CCOC(=O)C1=C(N)Oc2cc(C)oc(=O)c2C12C(=O)N1c3c(cccc32)C(C)=CC1(C)C (stereo not drawn) | i | i | 1.4
29 | Fc1ccc2c(c1)nnn2C1CCN(Cc2c(Cl)cccc2Cl)CC1 | i | i | 1.1
30 | COc1cc(/C=N/NC(=O)Cn2c([N+](=O)[O-])cnc2C)ccc1OC(=O)N(C)C | i | i | -0.2
31 | COc1cc2c(cc1OC)C(C(=O)NCCC(C)C)C1CCCCN1C2=O (stereo not drawn) | i | i | -0.9
32 | Cc1[nH]c2ccc(OCc3ccccc3)cc2c1CCN | i | i | 0.1
33 | COc1ccc(OC)c(C2=NOC(C(=O)N3CCC4(CC3)OCCO4)C2)c1 (stereo not drawn) | i | i | -0.2
34 | O=c1[nH]c(O)c(N=Nc2cccc(S(=O)(=O)N3CCOCC3)c2)c(=O)[nH]1 | i | i | -2.6
35 | CC(=O)N1CN2CN(C(C)=O)CC(C(=O)c3ccc(Br)cc3)(C2)C1 | i | i | -1.3
36 | NCC(CC(=O)O)c1ccc(Cl)cc1 (stereo not drawn) | i | i | 0.4
37 | Clc1ccc(OCC#CCN2CCOCC2)cc1 | i | i | -0.7
38 | C[N+](C)(C)CC#CCOC(=O)Nc1cccc(Cl)c1 | i | i | -1.0
39 | CC(Cc1ccccc1)NC=O (stereo not drawn) | i | i | -0.5
40 | O=C1NC(=S)N(c2ccc(F)cc2)C(=O)/C1=C/c1ccccc1O | i | i | -1.0
41 | CCC1(OC(=O)c2ccccc2)CC(C)N(C)CC1C (stereo not drawn) | i | i | -0.5
42 | CCN(CC)CCCNC(=O)c1c(O)c2ccccc2n(Cc2ccccc2)c1=O | i | i | 1.4
43 | COc1ccccc1CN1CCN(C(=O)COc2ccc3ccccc3c2)CC1 | i | i | 1.5
44 | N=Cc1c(O)n(-c2ccc(C34CC5CC(CC(C5)C3)C4)cc2)c(=O)[nH]c1=O | i | i | 0.9
45 | O=c1[nH]c(N2CCN(Cc3ccc4c(c3)OCO4)CC2)nc2c1CCC2 | i | i | -0.2
46 | CN1C(=O)C(=Cc2coc3ccccc3c2=O)C(=O)N(C)C1=O | i | i | 2.4
47 | COc1ccc(CCNCc2ccccc2F)cc1OC | i | i | -2.7
48 | COP(=O)(OC)/C(C=O)=N/Nc1ccc([N+](=O)[O-])cc1 | i | i | -0.4
49 | Cc1nc2nc(SCC(=O)N3CCC4(CC3)OCCO4)nn2c(C)c1Cc1ccccc1 | i | i | -0.4
50 | COc1ccc(CCn2c(O)c(C=NCCN3CCCCC3)c(=O)[nH]c2=O)cc1OC | i | i | 1.0
51 | CCOC(=O)c1sc(/N=C/c2c(O)n(-c3cccc(C)c3)c(=O)[nH]c2=O)c(C#N)c1C | i | i | -1.8
52 | COc1cc(CNCCc2ccc3c(c2)OCO3)ccc1O | i | i | -1.0
53 | CCOP(=O)(OCC)/C(C#N)=C/c1ccc(Br)cc1 | i | i | 0.0
54 | CCOC(=O)N1CCC(NC(=O)CCc2nc(C3=CCN(C)CC3)no2)CC1 | i | i | 0.1
55 | CC12CN3CC(C)(CN(C1)C3c1cccs1)C2O (stereo not drawn) | i | i | -0.9
56 | CCN(CCCl)Cc1ccccc1Br | i | i | -0.4
57 | COc1nc(NCC2CCCO2)nc(N2CC3CC(C2)c2cccc(=O)n2C3)n1 (stereo not drawn) | i | i | 1.0
58 | CN(C)C(=O)Oc1ccc(-c2nnco2)cc1 | i | i | -2.6
59 | CCN1CCN(Cc2ccc(C)cc2)CC1 | i | i | -0.8
60 | CN1CCN(Cc2cc(=O)n3ccsc3n2)CC1 | i | i | 0.9

# 3 entries from above, field by field:
55	CC12CN3CC(C)(CN(C1)C3c1cccs1)C2O (stereo not drawn)
  CHT allo act = i | CHT block = i | STK33 inh = -0.9

56	CCN(CCCl)Cc1ccccc1Br
  CHT allo act = i | CHT block = i | STK33 inh = -0.4

57	COc1nc(NCC2CCCO2)nc(N2CC3CC(C2)c2cccc(=O)n2C3)n1 (stereo not drawn)
  CHT allo act = i | CHT block = i | STK33 inh = 1.0

# (cont.)
item | mol | CHT allo act | CHT block | STK33 inh
61 | OC(CN1CCOCC1)c1csc2ccccc12 (stereo not drawn) | i | i | -2.0
62 | COc1ccc2c(c1OC)C(=O)O[C@@H]2[C@H]1c2cc3c(cc2CCN1C)OCO3 | i | i | -0.9
63 | Cc1ccc(Cc2c(C)nc3nc(SCC(=O)N4CCC5(CC4)OCCO5)nn3c2C)cc1 | i | i | -1.6
64 | CC(C)(C)NCC(O)c1cc(Cl)c(N)c(Cl)c1 (stereo not drawn) | i | -5.1* | 0.3
65 | CCc1ccc(CN2CCN(Cc3ccc(SC)cc3)CC2)cc1 | i | i | 0.2
66 | CC1CCN(c2cc(Br)c([N+](=O)[O-])cc2F)CC1 | i | i | -7.2
67 | CC(=O)Nc1ccccc1C(=O)OCC(=O)c1ccc2ccccc2c1 | i | i | -1.2
68 | COc1ccc(CCN(C)Cc2ccc(F)cc2F)cc1OC | i | i | -2.5
69 | Cc1cccc(N2CCN(Cc3ccc4c(c3)OCO4)CC2)c1C | i | i | -1.9
70 | COc1ccc(CN2CCNCC2)cc1 | i | i | 0.2
71 | C=CCN1C(=O)/C(=C/c2ccc(N3CCOCC3)o2)C(=O)NC1=S | i | i | 1.0
72 | Cc1cc(OCC(=O)O)c2c3c(c(=O)oc2c1)CCCC3 | i | i | -0.1
73 | CC1(c2ccc(Cl)cc2Cl)OCC(Cn2cncn2)O1 (stereo not drawn) | i | i | -1.4
74 | CN1C(=O)/C(=C\c2ccc(Br)s2)C(=O)NC1=S | i | i | 0.1
75 | COC(=O)NC(=C(Cl)Cl)P(=O)(c1ccccc1)c1ccccc1 | i | i | -0.9
76 | O=c1c(C=NCCN2CCNCC2)c(O)n(C2CCCCC2)c(=O)n1C1CCCCC1 | i | i | -0.4
77 | CCOC(=O)C(O)(c1ccc(NC(=O)Oc2ccccc2)cc1)C(F)(F)F (stereo not drawn) | i | i | 0.7
78 | CCCc1nc2ccccc2c(=O)n1-c1ccccc1OC | i | i | -0.4
79 | COc1ccccc1OC(=O)c1ccc(C)c(S(=O)(=O)N2CCOCC2)c1 | i | i | -1.6
80 | CC(=O)Nc1cccc([As](=O)(c2cccc(NC(C)=O)c2)c2cccc(NC(C)=O)c2)c1 | i | i | -0.6
81 | C=CCn1c(O)c(/C=C2/C=c3ccccc3=N2)c(=O)[nH]c1=S | i | i | 0.1
82 | C=CCN(CC=C)Cc1c[nH]c2ccccc12 | i | i | -0.7
83 | CCN(CC)C(=O)c1ccc(NC(=O)c2cccc(S(=O)(=O)N3CCN(C)CC3)c2)cc1 | i | i | -1.1
84 | CCS(=O)(=O)N1CCCC(C(=O)N2CCC3(CC2)OCCO3)C1 (stereo not drawn) | i | i | -0.3
85 | CC(C)(C)NC(=S)/N=C(\N)N[N+](=O)[O-] | i | i | -0.8
86 | CC(C)N(CC(O)c1cccc([N+](=O)[O-])c1)C(C)C (stereo not drawn) | i | i | -0.9
87 | CC1=C2[C@H]3OC(=O)[C@@H](C)[C@@H]3CC[C@@]2(C)C=CC1=O | i | i | -0.4
88 | CCOC(=O)c1c(/N=C/c2c(O)n(-c3ccc(F)cc3)c(=S)[nH]c2=O)sc2c1CCCC2 | i | i | 0.7
89 | Cc1cc(C)cc(N2C(=O)/C(=C\c3ccc(N4CCN(C)CC4)o3)C(=O)NC2=S)c1 | i | i | -1.7
90 | c1ccc(CCn2nnnc2CN2CCC(n3nnc4ccccc43)CC2)cc1 | i | i | -1.2
91 | COc1ccc(Cn2c(N)c(C(=O)NCc3ccco3)c3nc4ccccc4nc32)cc1 | i | i | -0.5
92 | O=C1c2ccccc2C(=O)N1Cc1nc2ccccc2c(=O)n1-c1ccc(Br)cn1 | i | i | 0.3
93 | C=CCN1C(=O)CSc2ccc(C(=O)N3CCC4(CC3)OCCO4)cc21 | i | i | -0.4
94 | O=c1[nH]c(=O)n(-c2ccccc2)c(O)c1C=NC12CN3CN(CN(C3)C1)C2 | i | i | -0.9
95 | Cc1ccc[n+](CC(O)Cn2c3ccccc3c3ccccc32)c1 (stereo not drawn) | i | i | 6.6
96 | CCC(Oc1cc(Cl)ccc1Cl)C(=O)N1CCC2(CC1)OCCO2 (stereo not drawn) | i | i | 0.4
97 | C#CCN[C@H](C)Cc1ccccc1 | i | i | -0.1
98 | O=S(=O)(NC1CCCCCCC1)OCC(Cl)(Cl)Cl | i | i | -0.3
99 | CCC(=NCCc1c[nH]c2ccccc12)c1c(O)n(C)c(=O)n(C)c1=O | i | -5.7* | 0.1
100 | Cc1cccc(-n2c(O)c(C=NCc3cccnc3)c(=O)[nH]c2=O)c1C | i | i | -2.6
101 | COC(=O)[C@@H]1C[C@H]1[C@@H](NP(=O)(c1ccccc1)c1ccccc1)c1ccccc1 | i | i | -1.2
102 | O=C([O-])c1ccc(-[n+]2c(-c3ccccc3)cc(-c3ccccc3)cc2-c2ccccc2)cc1 | i | i | 1.5
103 | Cc1ccccc1NP(=O)(Oc1ccccc1F)Oc1ccccc1F | 6.3* | i | -0.9
104 | COC(=O)C1=C(c2cc3ccccc3s2)C[C@@H]2CC[C@H]1N2C(=O)N1CCCCC1 | i | i | -1.8
105 | O=c1[nH]c(=O)n(CCc2ccc(F)cc2)c(O)c1/C=N/N1CCCCC1 | i | i | -0.8
106 | CC(C)c1ccc(N2C(=O)NC(=O)/C(=C/c3cnc(-c4ccccc4)nc3)C2=O)cc1 | i | i | -0.4
107 | COc1ccc(C2(C#N)CC[N+](C)(C)CC2)cc1 | i | i | -1.2
108 | Cc1ccccc1C1=NCC(=O)N(CC(=O)NCc2ccco2)c2sc3c(c21)CCCC3 | i | i | 0.4
109 | CCOc1cc2[nH]c(=S)n(CCCC(=O)N3CCC4(CC3)OCCO4)c(=O)c2cc1OCC | i | i | -0.5
110 | CCOc1ccc(CN(CCCl)CCCl)cc1C(=O)OC | i | i | -0.3
111 | CCOC(=O)COc1ccc(/C=C2\C(=O)NC(=S)N(c3ccc(OC)cc3)C2=O)cc1OC | i | i | -1.0
112 | N#CC1=C(N)Oc2c(c(=O)sc3ccccc23)C1c1ccncc1 (stereo not drawn) | i | i | 0.0
113 | O=c1[nH]c2c(c(=O)n1C1CCCCC1)CCC2 | i | i | 0.2
114 | CCCNC(=O)c1c(N)n(CC2CCCO2)c2nc3ccccc3nc12 (stereo not drawn) | i | i | -0.2
